# Screening results (PubChem)
# Rat MKP-3 inhibitors: inhibition of rat DUSP6 enzyme activity – biochemical, in vitro, primary screen (AID 425); inhibition, % at 20 µM, or IC50 in µM where a hit was titrated; recombinant MKP-3 phosphatase activity, fluorescence; higher % means a stronger effect; actives 0.17% (n = 110,000); in the data active means inhibition above about 50%;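 further: plate controls were vehicle for no effect and reference inhibitor for full effect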
# Hsp70 inhibitors: small molecules displacing fluorescent ligand from Hsp70 – biochemical, fluorescence polarization, primary screen (AID 583); Hsp70 fluorescence polarization probe displacement, mP; higher % means a stronger effect; displacement, % at 20 µM, or IC50 in µM where a hit was titrated; actives 0.06% (n = 140,000); in the data active means displacement above about 50%;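 further: plate controls were vehicle for no effect and reference ligand for full effect; a part of the inactive calls stands beside numbers as strong as those of hits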
# The depositor's hits bear a star; · = no result given; & = joins results of further samples.
# Under each structure – Rat MKP-3 inhibitors	Hsp70 inhibitors
Cc1ccc(OCC(=O)Nc2cc([N+](=O)[O-])ccc2Cl)c(Br)c1
    3%	-1.8%
S=c1[nH]nc(COc2ccc(Cl)cc2)n1C1CCCCC1
    ·	-3.4%
Cc1cc(OCC(=O)Nc2ccccc2C(N)=O)cc(C)c1Cl
    5%	-2.1%
CCC(NC(=O)NC1=NCCS1)(C(F)(F)F)C(F)(F)F
    -8%	-0.2%
Cc1sc2ncnc(SCc3ccco3)c2c1C
    -2%	-0.9%
C1=Nc2c(NCc3ccccc3)ncnc2Oc2ccccc21
    -1%	9.2%
C=CCc1cccc(/C=N/c2ncccc2O)c1O
    -4%&6%	7.4%&4.6%
O=C(c1ccco1)N1CCN(S(=O)(=O)c2ccc(F)cc2)CC1
    -1%	-1.9%
COc1ccc(C(=O)Cn2c3ccccc3n3nc(CCC(=O)O)c(=O)nc23)cc1OC
    ·	3.4%
CCCCSc1nnc(C)c(=O)[nH]1
    -1%	0.2%
O=C(Oc1ccc(Cl)cc1N1C(=O)CCC1=O)c1ccco1
    1%	·
Cc1ccnc(SCC(=O)N2CCN(C(c3ccccc3)c3ccccc3)CC2)n1
    ·	-5.5%
CCn1c(=O)cc(OCC(=O)NC2CCCCC2)c2ccccc21
    -4%	3.2%
Cc1nnc(NC(=O)CSc2nnc(-c3ccoc3C)n2CC(C)C)s1
    0%	-3.5%
CCN(C(=O)c1sc(NC(=O)c2ccccc2F)c(C#N)c1C)C1CCCCC1
    7%	6.6%
COc1cccc(C(=O)Nc2nnc(CCS(=O)(=O)c3ccc(Br)cc3)s2)c1
    0%	-0.4%
CS(=O)(=O)Nc1ccccc1C(=O)N1CCN(c2ccccc2)CC1
    ·	-1.4%
O=C(Nc1cccc(C(=O)N2CCCCCC2)c1)c1ccco1
    -10%	3.0%
CN=c1sc(C(=O)Nc2cccc(Cl)c2)cc(=O)n1C
    1%	1.9%
c1ccc2ncc(-n3cnnn3)cc2c1
    -2%	-1.9%
O=C1CSC(c2ccc3c(c2)OCO3)N1 (stereo not given)
    0%	1.3%
CC1(C)CC(=O)C2=C(C1)N(Cc1ccccc1)C(=O)C2(NC(=O)C(C)(C)C)C(F)(F)F (stereo not given)
    ·	2.3%
Fc1ccccc1CSc1nc2ccccc2[nH]1
    ·	1.6%
CCOC(=O)c1cccc(NC(=O)CCc2nc(-c3ccc(C)cc3)no2)c1
    -7%	1.8%
Cc1cc(C)n(-c2ccc(C(=O)OCC(=O)Nc3ccc(Cl)c(S(=O)(=O)N(C)C)c3)cc2)n1
    ·	-0.7%
Cc1cccc(NC(=O)CCN2CC(C)OC(C)C2)c1 (stereo not given)
    -3%	2.9%
Cc1cc(C)c(OCCCCN2CCCC2)c(Cl)c1
    -6%	0.4%
CCCNS(=O)(=O)c1ccc(OC)c(Cl)c1Cl
    ·	14%
CCOc1ccc(C2Nc3cccc4cccc(c34)N2)cc1OC
    7%	5.7%&1.3%
COc1ccc(-n2c(SCC(=O)NC3CCCCC3)nc3ccsc3c2=O)cc1
    ·	-3.8%
CCOc1cc(Br)c(Br)c(/C=C2/SC(=O)NC2=O)c1O
    0%	-0.1%
CCOC(=O)CNC(=O)c1c(C)nn(-c2ccccc2)c1Cl
    -2%	-1.5%
O=C1NN(c2ccccc2)C(=O)/C1=C\C=C\c1ccccc1
    1%	11%
CCOc1ccc(/C=C2\C(=O)NC(=S)N(c3ccc(C)cc3)C2=O)cc1Cl
    -2%	2.1%
O=C(c1ccc(S(=O)(=O)N2CCCCC2)cc1)N1CCN=C1SCc1cccnc1
    1%	-0.2%
CC(=O)CCc1c(C)c2cc(C)ccc2[nH]c1=O
    -1%	6.2%
O=C(CCSCCC(=O)NCc1cccs1)NCc1cccs1
    -4%	-4.1%
O=C(O)COc1ccccc1C1OC2CCCCC2C2=CCCCC21 (stereo not given)
    -11%	-1.4%
COc1cc2ccccc2cc1C(=O)Nc1ccc(Cl)c(NC(=O)c2ccccc2)c1
    -1%	3.5%
CCS(=O)(=O)N1CCN(Cc2ccccc2OC)CC1
    0%	3.1%

# Random excerpt: two records from the list.
# Under each structure – Rat MKP-3 inhibitors	Hsp70 inhibitors
CCOc1cc(Br)c(Br)c(/C=C2/SC(=O)NC2=O)c1O
    0%	-0.1%
COc1cc2ccccc2cc1C(=O)Nc1ccc(Cl)c(NC(=O)c2ccccc2)c1
    -1%	3.5%

# Following part.
# Under each structure – Rat MKP-3 inhibitors	Hsp70 inhibitors
COC(=O)/C(=C/c1ccccc1)[N+](=O)[O-]
    -4%	2.6%
CCOC(=O)c1c(C)[nH]c(C=Nc2ccccc2)c1O
    -6%&1%	5.4%&1.3%
COc1ccc(Cc2nnc(SCC(=O)c3ccc(OC)cc3)o2)cc1
    -10%	-1.3%
CC(C)CCCC(C)CCOC(=O)CN1CCCC1 (stereo not given)
    1%	-1.1%
O=C(CCCOc1ccc(Cl)c(Cl)c1)Nc1cccc2ccccc12
    0%	11%
COc1ccc(N2CCC(CNS(=O)(=O)c3cccc(C(F)(F)F)c3)C2)cc1 (stereo not given)
    1%	-7.7%
CCN(Cc1ccncc1)C(=O)c1cccc(S(=O)(=O)N2CCOCC2)c1
    -2%	3.1%
C=CCN1C(=O)CN=C1Nc1cccc(C)c1
    2%	0.3%
CC1=C2C(CCS2(=O)=O)CC2(C1)C(=O)OC(C)(C)OC2=O (stereo not given)
    -8%	-0.5%
CC(=O)Nc1ccc(S(=O)(=O)NNC(=O)c2ccc(-c3ccccc3)cc2)cc1
    3%	-0.6%
O=C1C(=O)N(Cc2cccnc2)C(c2ccc(Cl)cc2)/C1=C(\O)c1ccccc1 (stereo not given)
    2%	-3.6%
Cc1cnc(NC(=O)CSc2nnc(COc3c(C)cccc3C)o2)s1
    0%	-5.8%
CCN(CC)c1ccc(NC(=O)c2ccc3ccccc3n2)cc1
    7%	2.8%
COc1cccc(C(=O)OC2CC(C)N(C)CC2C)c1 (stereo not given)
    1%	3.8%
CCOC(=O)CSc1nc2c(c(=O)n(C)c(=O)n2C)n1C
    -4%	0.4%
O=C(CCN1C(=O)/C(=C\c2ccc(Cl)cc2)SC1=S)Nc1ccccc1C(=O)O
    6%	7.8%
O=C(Nc1ccc2c(c1)OCCO2)c1cccnc1
    -6%&0%	-1.3%&1.1%
CCOc1ccc(C2/C(=C(\O)c3ccccc3)C(=O)C(=O)N2CCOC)cc1 (stereo not given)
    1%	3.7%
COC(=O)C(O)(CC(=O)Nc1ccc(Cl)cc1F)C(F)(F)F (stereo not given)
    7%	0.5%
Nc1nc(C(=O)N2CCOCC2)nn1S(=O)(=O)c1ccccc1
    -3%	1.2%
CCOP(=O)(CN(C)S(=O)(=O)c1ccc(Br)cc1)OCC
    2%	-1.9%
COCCn1nnnc1SCC(=O)c1ccccc1
    -4%	0.4%
O=C(c1ccc(Cl)cc1Cl)N1CCN(c2ccccn2)CC1
    -1%	5.5%
Cc1cc(OCC(=O)Nc2ccc(Cl)c(-c3nc4ncccc4o3)c2)cc(C)c1Cl
    6%	-1.3%
CCCC(OC(=O)CC1Sc2ccccc2NC1=O)C(=O)NCc1ccco1 (stereo not given)
    0%	11%
COc1ccc(NC(=O)N2CCCCC2)cc1
    -6%	2.7%
Cc1ccc(S(=O)(=O)Nc2ccc(N3CCOCC3)cc2)cc1[N+](=O)[O-]
    0%	6.6%
Cc1cc(C)nc(SCC(=O)Nc2sc3c(c2C#N)CCC(C)C3)n1 (stereo not given)
    ·	5.4%
N#Cc1ccc(-c2cccnc2)nc1SCC(=O)Nc1sc2c(c1C#N)CCC2
    6%	-23%
COc1cc2nc(SCc3c(C)noc3C)n(CCC3=CCCCC3)c(=O)c2cc1OC
    -1%	1.0%
CC(C)OC(=O)c1ccc(OC(=O)c2cccnc2)cc1
    -3%	-3.6%
CCOC(=O)COc1ccc(S(=O)(=O)Nc2ccc(C)cc2)cc1
    ·	-2.1%
CCc1c(C)nc2cc(-c3cc(OC)cc(OC)c3)nn2c1N1CCCC1
    -3%	-3.8%
CC(C(=O)Nc1ccc2c(c1)OCO2)N(c1ccc(Cl)cc1)S(C)(=O)=O (stereo not given)
    -5%	0.8%
Fc1ccc(OCCCN2CCOCC2)cc1
    -3%	-0.1%
CCOC(=O)c1ccc(NC(=O)c2cc(Cl)c(OC)c(Cl)c2)cc1
    -2%	-0.6%
Cc1ccc(-c2cc(C(=O)N/N=C/c3cccc([N+](=O)[O-])c3)[nH]n2)cc1
    4%	78%*
COc1ccc(NC(=O)CC(c2ccccc2)c2ccccc2)c(OC)c1
    1%	1.2%
COc1cc(Nc2cc(C)nc3ncnn23)cc(OC)c1OC
    -6%	3.4%
N#Cc1c(NC(=O)c2ccc(Cn3cc(Br)cn3)o2)sc2c1CCCCC2
    ·	1.3%

# One compound at a time, as listed above.
# CCCNS(=O)(=O)c1ccc(OC)c(Cl)c1Cl across the screens: Rat MKP-3 inhibitors = ·; Hsp70 inhibitors = 14%
# CCn1c(=O)cc(OCC(=O)NC2CCCCC2)c2ccccc21 across the screens: Rat MKP-3 inhibitors = -4%; Hsp70 inhibitors = 3.2%

# Going on with the list:
# Under each structure – Rat MKP-3 inhibitors	Hsp70 inhibitors
O=C(CN1CCCCC1)Nc1ccc(S(=O)(=O)N2CCCCCC2)cc1
    -10%	3.9%
CCOC(=O)c1[nH]cnc1C(=O)Nc1ccc(Br)cc1
    1%	-1.7%
CCOC(=O)Cn1c(=O)oc2cc(S(=O)(=O)N(CCN(C)C)Cc3ccccc3)ccc21
    2%	0.6%
CN(CC(=O)N1CCN(c2ccccn2)CC1)S(=O)(=O)c1cccc2nsnc12
    ·	5.4%
CN(c1ccccc1C(=O)N1CCN(c2ccccc2)CC1)S(C)(=O)=O
    ·	1.9%
O=C(O)CCCCCN1C(=O)C(=O)/C(=C(/O)c2ccc([N+](=O)[O-])cc2)C1c1ccc2c(c1)OCO2 (stereo not given)
    5%	-0.4%
CCN(CC)c1ccc(Nc2nc(N3CCOCC3)c3ccccc3n2)cc1
    ·	3.1%
O=C(COc1ccc(Br)cc1)Nc1ccc(Cl)cc1
    -3%	1.6%
Cc1nnc(N2CCN(c3ccccc3)CC2)c2nn(-c3ccccc3F)c(C)c12
    ·	7.7%
CCN1C(=O)/C(=C\c2ccccc2C)SC1=S
    -3%	-0.7%
COc1cccc(/C(O)=C2/C(=O)C(=O)N(Cc3ccco3)C2c2ccncc2)c1 (stereo not given)
    -4%	4.7%
O=C(Nc1nc2ccccc2[nH]1)c1ccc(F)cc1
    -13%	5.2%
O=C(Nc1ccc(N2CCCC2)cc1)C(Cl)c1ccccc1 (stereo not given)
    ·	1.5%
Cc1c(C(=O)OC2CCCC2)[nH]c2c1C(=O)CC(c1ccco1)C2 (stereo not given)
    1%	1.8%
C=CCNC(=O)COc1ccc(S(=O)(=O)NC2CCCCC2)cc1
    5%	0.4%
CCn1c(SCC(=O)Nc2cc(NC(C)=O)ccc2OC)nnc1-c1cccnc1
    -9%	2.7%
Cc1ccc(C(=O)O/N=C/C2=C(Cl)c3ccccc3CC2)cc1
    ·	0.0%
Cc1ccc(S(=O)(=O)N(CC(O)CN2CCCCC2)c2cccc3ccccc23)cc1 (stereo not given)
    6%	-7.0%
CCCCn1c(SCC(N)=O)nnc1-c1ccco1
    0%	3.5%
CCOC(=O)N1CCC(N(CCOC)C(=O)Nc2ccc(CC)cc2)CC1
    -7%	0.6%

# Another view of part of the listing above:
compound,Rat MKP-3 inhibitors,Hsp70 inhibitors
O=C(Nc1nc2ccccc2[nH]1)c1ccc(F)cc1,-13%,5.2%
O=C(Nc1ccc(N2CCCC2)cc1)C(Cl)c1ccccc1 (stereo not given),·,1.5%

# Other compounds.
# Under each structure – Rat MKP-3 inhibitors	Hsp70 inhibitors
CCOC(=O)c1[nH]c(C)c(C(=O)Nc2ccc3c(c2)OCCO3)c1C
    6%	3.3%
C[C@H](Nc1ncnc2sc3c(c12)CCC3)C(=O)O
    ·	8.1%
Cc1ccc(C)c(NC(=O)CN(c2cc(Cl)cc(Cl)c2)S(C)(=O)=O)c1
    2%	-0.9%
COCCCn1cnc2c(c1=O)c1nc3ccccc3nc1n2-c1ccccc1
    -2%	2.5%
COc1ccc2c(c1OC)C(=O)N1N=C(c3ccc(I)cc3)CC21 (stereo not given)
    -1%	4.2%
COC(=O)c1ccccc1NC(=O)c1noc2c1CCCC2
    10%	2.8%
CC1(C)N=C(c2ccc(Cl)cc2Cl)C(=O)N1
    -7%	-0.6%
CCCCCn1c(=O)[nH]c2cc(C(=O)NCCc3ccc(OC)c(OC)c3)ccc2c1=O
    ·	0.3%
CC(=O)NC(c1ccco1)c1ccc2cccnc2c1O (stereo not given)
    -18%	5.0%
COc1ccc(-c2nc(C#N)c(N3CCN(c4cccc(Cl)c4)CC3)o2)cc1OC
    -11%	1.2%
CCSc1nc2c(C)c(O)c(C)cc2[nH]1
    2%	-1.3%
CC(C)C(=O)Nc1cc(C(F)(F)F)cc(C(F)(F)F)c1
    3%	1.8%
CCN(CC)c1ccc(C=Nc2ccc(S(N)(=O)=O)cc2)cc1
    -1%	3.2%
CCCOc1ccc(Cl)cc1/C=C(/C#N)c1nc2ccc(C)cc2[nH]1
    1%	-4.6%
Cc1c(NC(=O)C(c2ccccc2)c2ccccc2)cccc1[N+](=O)[O-]
    -2%	-2.7%
CSc1nnc2c(n1)OC(c1ccncc1)Nc1ccccc1-2 (stereo not given)
    1%	2.4%
CCCCCOC(=O)CSc1nnc(-c2ccccc2)o1
    0%	1.1%
COc1cc(C(=O)Nc2ccccn2)cc(OC)c1OC
    7%	1.6%

# An excerpt; rates above refer to the full screens.
